Screens as filed in PubChem.
NR2E3 ag-1: human photoreceptor-specific nuclear receptor agonism. CHO-S Gal4-NCOR/VP16-NR2E3 two-hybrid, luciferase. inhibition of corepressor binding, % at 3.98 µM. AID 602229. Q9Y5X4. 360,000 compounds, 0.35% hits;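 active = inhibition above the mean of all tested compounds plus 3 SD, cut at about 70% in these data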;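 note: 0% = DMSO with NR2E3 transfected cells and 100% = cells lacking NR2E3 construct; higher means lower luciferase signal from less NR2E3 corepressor binding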
Target sequence (Q9Y5X4 whole entry, looked up, the tested form may be a part): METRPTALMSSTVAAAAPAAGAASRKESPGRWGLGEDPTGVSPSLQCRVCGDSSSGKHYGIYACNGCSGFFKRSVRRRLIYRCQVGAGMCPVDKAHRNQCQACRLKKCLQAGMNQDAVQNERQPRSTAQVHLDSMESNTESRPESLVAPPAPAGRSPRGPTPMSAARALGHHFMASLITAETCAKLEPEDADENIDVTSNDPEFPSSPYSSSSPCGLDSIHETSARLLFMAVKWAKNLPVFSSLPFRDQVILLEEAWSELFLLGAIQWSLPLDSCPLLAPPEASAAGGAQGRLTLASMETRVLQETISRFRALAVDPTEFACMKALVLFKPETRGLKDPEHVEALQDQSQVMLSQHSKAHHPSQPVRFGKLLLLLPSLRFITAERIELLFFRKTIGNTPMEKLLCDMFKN
KKLEB tox: reduces viability of KKLEB cystic fibrosis airway cells; KKLEB CF airway cells viability, ATPlite luminescence, overnight; active compounds read low; cells stimulated with P. aeruginosa culture filtrate; activity change (cytotoxicity), % at 5 µM; 360,000 compounds, 0.36% hits; AID 602141;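 active = corrected activity change at or below -50% at 5 µM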
NR2E3 ag-2: agonists of human nuclear receptor NR2E3. inhibition of corepressor binding, % at 4.78 µM. AID 2300. 320,000 compounds, 0.12% hits. Q9Y5X4. GST-NR2E3/biotin-RetCOR TR-FRET, 1536-well;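 active = percent inhibition above the cutoff of mean plus 3 SD of all tested compounds, set per screening campaign, cut at about 20% in these data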;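 note: 0% = DMSO wells and 100% = biotin wells as full block of FRET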
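Assay system: NR2E3–RetCOR corepressor complex. Quantity: 1.35 nM GST-NR2E3. Buffer or medium: pH 7.5 Tris-based buffer. Reagent: biotinylated RetCOR corepressor at 7 nM final. Schedule: 5 h at 4 °C. Detection: TR-FRET, emission read at 617 and 671 nm. Replicates: one well per compound, singlicate testing.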
HIF-2a inh: inhibitors of HIF-2a; 786-0 RCC cells HIF-2a reporter, luciferase luminescence, overnight; inhibition, % at 18.8 µM; 360,000 compounds, 0.72% hits; AID 624352;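 active = inhibition of the luminescence signal of 40% or more relative to plate controls, in a single-dose primary screen at 18.75 µM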
Shn3 inh set2: Schnurri-3 reporter inhibition in Clone20 osteoblasts; Clone20 osteoblast Shn3 3'UTR firefly luciferase, 24 h; inhibition, % at 12.5 µM; 360,000 compounds, 0.52% hits; AID 588674;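 active = mean inhibition of at least 75% with every replicate also reaching 75%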;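 note: 0% = median of neutral control wells and 100% = pilot-screen positive control compound; some compounds past the cut are filed as inactive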
Vif inh: HIV Vif inhibition | HEK293T cells, Vif self-association by quenched fluorescence, imaging, 24 h | inhibition, % at 7.49 µM | 340,000 compounds, 0.35% hits | AID 602346; in the data active = inhibition above about 50%, passing the limit was not always enough; note: some results filed as inactive read as strong as hits
CF NFkB inh: cystic fibrosis NF-kB activation inhibition. KKLEB NF-kB-GFP reporter, PAF-induced, GFP fluorescence overnight. inhibition, % at 5 µM. 360,000 compounds, 0.86% hits;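 active = at least 50% inhibition at 5 µM, scaled per plate between neutral and stimulator controls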;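 note: PAF is a Pseudomonas aeruginosa culture filtrate used as stimulus; plate controls were PAF-stimulated DMSO wells for no effect and unstimulated DMSO wells for full effect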
CaV13 FRET inh: Disruptors of the CACNA1D IQ motif to Ca2+-dependent inactivation inhibitor domain association, primary screening, Förster resonance energy transfer in intact living … | HEK cells, CFP/YFP FRET ICDI-IQ, plate reader, 10 min; percent FRET-ratio fall versus neutral wells | inhibition, % at 12.3 µM | 340,000 compounds, 0.098% hits | AID 743397;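 active = mean replicate inhibition of at least 30% and at least 1% of replicates passing that level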;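 note: 0% = median of the neutral control wells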
TRPM1 prom inh: reduces MITF-dependent TRPM1 promoter luciferase signal. inhibition, % at 12.5 µM. SK-MEL-5 TRPM1 promoter luciferase, 24 h. 330,000 compounds, 0.83% hits;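 active = mean inhibition across replicates of 60% or more, whatever share of single replicates reaches that level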; note: values of inactives mirror those of a sister screen read the other way
PDI turbidity: PDI (human) enzyme inhibition | P07237 | PDI insulin aggregation turbidity, A650, 90 min | inhibition, % at 10 µM | 350,000 compounds, 0.052% hits | AID 588391;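 active = mean inhibition across replicates of 30% or more, whatever share of single replicates reach that level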;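 note: absorbance from insulin aggregation driven by PDI reduction with DTT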
Target sequence (P07237 whole entry, looked up): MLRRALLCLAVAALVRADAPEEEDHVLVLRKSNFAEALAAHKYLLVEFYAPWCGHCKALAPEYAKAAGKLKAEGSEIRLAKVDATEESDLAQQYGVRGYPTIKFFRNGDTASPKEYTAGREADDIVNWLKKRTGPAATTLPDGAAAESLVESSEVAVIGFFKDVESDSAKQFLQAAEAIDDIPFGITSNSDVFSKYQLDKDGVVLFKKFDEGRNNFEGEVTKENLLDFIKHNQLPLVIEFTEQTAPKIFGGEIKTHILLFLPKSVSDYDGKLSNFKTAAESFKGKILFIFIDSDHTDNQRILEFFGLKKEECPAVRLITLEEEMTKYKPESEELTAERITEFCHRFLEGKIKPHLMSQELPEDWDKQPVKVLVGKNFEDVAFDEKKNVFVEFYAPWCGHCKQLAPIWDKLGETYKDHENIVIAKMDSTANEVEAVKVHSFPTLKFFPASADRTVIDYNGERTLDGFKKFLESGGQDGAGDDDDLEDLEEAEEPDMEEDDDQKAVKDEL
Peg3 promoter: reduces Peg3 promoter-driven luciferase expression in HeLa | 360,000 compounds, 1.7% hits | inhibition, % at 20 µM | HeLa PEG-Prom luciferase reporter, luminescence, overnight | AID 588405;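 active = inhibition of at least 50% at 20 µM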
Active calls of the source: *; · = not tested or not shown.

Screens in order: NR2E3 ag-1	KKLEB tox	NR2E3 ag-2	HIF-2a inh	Shn3 inh set2	Vif inh	CF NFkB inh	CaV13 FRET inh	TRPM1 prom inh	PDI turbidity	Peg3 promoter
> COc1ccc(N2CC(NS(=O)(=O)c3cccnc3)CC2=O)cc1OC (configuration not stated)
  24.4	4.7	3.3	-0.9	6.4	-13.4	-21.7	-5.1	9.4	-3.6	-44.2
> CCC(C)Oc1nc(C)cc(C)c1S(=O)(=O)c1ccccc1C (configuration not stated)
  -48.4	-11.1	3.4	25.8	28.2	9.3	3.0	-1.4	9.7	-3.7	26.0
> O=C(CCCN1C(=O)/C(=C/c2cccc(Br)c2)SC1=S)NCCCN1CCOCC1
  -33.4	-4.0	3.9	19.3	-17.6	3.5	1.3	-6.0	-0.9	1.4	17.7
> CN1CCCN(Cc2nc(-c3ccc(Cl)cc3)no2)CC1
  -5.9	-6.3	2.0	-51.7	-25.0	5.3	-5.3	-12.0	-20.7	-2.0	-50.5
> C=Cc1ccc(Cn2nc(-c3ccc(C)cc3)ccc2=O)cc1
  50.4	-10.6	-6.0	-25.8	-1.6	·	6.0	-3.2	-5.5	1.8	-4.5
> COc1ccccc1-n1cnc2cc(NCc3ccco3)ccc21
  -66.5	1.2	0.0	-83.5	1.7	-12.7	47.2	-7.4	3.4	11.1	-58.2
> Cc1ccn2c(C(=O)N/N=C\c3ccccc3[N+](=O)[O-])c(C)nc2c1
  -0.8	-0.4	3.6	-40.0	-6.9	3.2	-6.0	-5.7	7.9	3.1	-6.5
> CC(C)C[C@@H](C(=O)NC1CCN(Cc2ccccc2)CC1)N1C(=O)N2CCc3c([nH]c4ccccc34)[C@@]2(C)C1=O
  4.5	-9.8	2.3	15.8	8.4	-20.8	-14.5	·	48.6	·	46.3
> Cc1nc2ccccn2c1C(=O)CSc1cccc(Cl)c1
  -6.9	2.9	0.8	-45.8	61.3	-2.9	-2.3	-5.2	-19.8	-5.8	-17.2
> Cc1ccc(C(C)C)c2oc(=O)cc(-c3ccc(-c4ccc(C(F)(F)F)cc4)cc3)c12
  3.7	7.1	·	3.5	35.2	-5.2	30.8	-5.6	11.6	9.1	23.1
> COc1ccc(N2C(=O)CC(N3CCC(C(N)=O)CC3)C2=O)cc1 (configuration not stated)
  14.7	24.7	2.1	-7.4	-29.2	1.5	4.2	-7.4	-3.6	-2.9	9.3
> CCOc1ccc2oc(C(=O)OCC(=O)N3CC(C)OC(C)C3)c(C)c2c1 (configuration not stated)
  19.3	0.4	3.6	-5.5	6.8	1.3	9.7	-2.7	·	-8.0	4.4
> O=C1CC[C@@H]2C[C@@]3(C[C@@H]4CCN1[C@H]24)Nc1cc([N+](=O)[O-])ccc1NC3=NCc1ccccc1
  -27.8	4.7	·	7.8	-3.6	19.8	-16.7	-6.1	-15.0	-2.4	4.6
> COc1ccc(S(=O)(=O)NN=C2CCCC2)cc1
  -15.5	5.7	2.8	12.7	11.5	-2.5	-3.0	-3.3	9.6	-2.9	-1.4
> O=c1c2cc3c(cc2[nH]c(=S)n1Cc1ccco1)OCO3
  7.8	-9.7	-0.4	-14.8	8.2	-3.2	11.8	-3.3	3.1	-0.8	11.2
> CCn1c(COc2ccc(Cl)cc2)nnc1SCc1nc2ccccc2[nH]1
  -12.3	-21.3	-3.6	-116.8	-1.8	-11.4	7.4	-8.5	4.5	-2.4	-61.4
> Cc1cc(C)n(CCNC(=O)C2CCC(=O)N(CC3CCCCC3)C2)n1 (configuration not stated)
  -16.8	9.7	2.0	-8.3	-5.7	-6.7	-10.1	-5.6	-2.9	7.8	5.8
> COc1ccc(Cl)cc1C(=O)NC(=S)Nc1nc(C)cc(C)n1
  -8.7	4.8	-0.1	17.5	-3.8	-2.4	-13.8	-18.0	5.5	5.8	9.1
> O=C(Nc1ccc2nc3n(c(=O)c2c1)CCCCC3)c1ccccc1[N+](=O)[O-]
  -17.9	-9.9	-0.1	-62.0	-12.7	0.0	25.0	-2.8	-36.6	8.2	-35.5
> O=C(O)c1ccc(C2Nc3ccccc3C(=O)N2Cc2ccccc2)cc1 (configuration not stated)
  -4.9	-7.8	4.8	19.7	-45.8	1.0	19.5	-7.0	-5.4	8.0	9.8
> Cc1nc2sc(C)c(C)c2c(=O)[nH]1
  -12.9	-1.2	1.8	14.9	7.8	9.0	1.6	-5.0	-0.5	7.5	5.9
> CN(C(=O)COC(=O)c1ccc(Cl)nc1)C1CCS(=O)(=O)C1 (configuration not stated)
  -15.4	-0.4	3.5	-1.9	1.9	-6.1	7.8	-6.4	10.6	5.3	1.6
> COc1ccc(/C(C)=N\NS(=O)(=O)c2ccccc2)cc1OC
  12.3	-9.0	-4.2	14.4	-10.7	7.2	27.0	·	9.1	2.6	6.9
> COc1nccnc1NS(=O)(=O)c1ccc(NC(=S)NC(=O)c2ccc(F)c(F)c2)cc1
  -18.0	5.8	0.6	11.2	-2.3	-1.9	-5.4	-4.4	16.1	-3.7	6.3
> Cc1cc2c(cc1S(=O)(=O)N(C)c1ccccc1)n(C)c(=O)n2C
  20.5	7.0	0.1	25.2	-14.8	24.2	-15.6	-18.8	4.3	20.7	2.7
> O=C(CCCC(=O)N/N=C\c1ccccn1)N/N=C\c1ccccn1
  -15.4	9.8	-2.2	6.1	-0.4	2.0	-4.6	-3.1	6.7	3.2	9.6
> CCOC(=O)c1ccc(NC(=O)CN2CCN(CCN=CC3=C(O)CC(C)(C)CC3=O)CC2)cc1
  -31.1	-8.3	·	2.1	-7.8	3.1	8.6	-5.5	-9.3	-4.8	-4.3
> CCOc1ccc(C(=O)c2ccccc2C(=O)O)cc1OCC
  16.9	5.1	-4.2	10.2	-4.7	-6.0	-2.1	-6.3	0.2	-2.8	3.4
> C=CCOn1c(=O)c(-c2ccc(F)cc2)[n+]([O-])c2ccccc21
  -10.7	4.7	·	4.5	12.8	2.7	-13.1	-3.6	0.5	3.2	7.3
> O=C(CSc1c[nH]c2ccccc12)NCc1ccc2c(c1)OCO2
  0.6	5.6	-2.3	5.5	-2.9	-2.1	-41.4	-5.6	2.4	·	-4.5

(next part)
Screens in order: NR2E3 ag-1	KKLEB tox	NR2E3 ag-2	HIF-2a inh	Shn3 inh set2	Vif inh	CF NFkB inh	CaV13 FRET inh	TRPM1 prom inh	PDI turbidity	Peg3 promoter
> COc1cc2c(c(OC)c1OC)-c1ccc(OC)c(=O)cc1[C@@H](N(C)CC#CCO)CC2
  16.1	-15.4	-0.5	21.9	-5.6	·	15.8	-20.9	47.1	4.6	-20.6
> CCCC(=O)N1CCC1(C)C(=O)Nc1cc(C)ccc1C (configuration not stated)
  -5.7	8.4	·	8.2	-3.1	-8.7	0.9	-0.7	·	-2.5	-1.8
> CCN(CC)CCNC(=O)CCN1N=C(c2ccccc2)CCC1=O
  -8.9	4.8	0.1	6.4	-3.9	-5.5	-4.4	-19.3	5.2	9.9	13.0
> Cc1cc(C)cc(NC(=O)N2CCCN(c3ncccc3[N+](=O)[O-])CC2)c1
  -0.1	12.8	0.2	-1.4	5.1	-2.5	-33.6	-2.7	-5.3	-0.7	6.3
> O=C(Nc1ccccc1)c1ccccc1Oc1ccc(C(F)(F)F)cc1[N+](=O)[O-]
  17.4	4.4	1.5	6.0	2.7	-1.3	-4.5	·	6.7	-4.6	56.1*
> CCCS(=O)(=O)c1c(S(=O)(=O)CCC)c2cnccn2c1C(=O)c1ccc(F)cc1
  -16.3	1.0	0.7	13.1	-7.1	2.4	-1.5	-9.7	3.5	19.3	6.9
> O=C1c2ccccc2C(=O)c2c([N+](=O)[O-])ccc(O)c21
  -19.5	-3.8	2.6	-29.7	·	3.4	-48.2	9.0	7.5	2.5	-95.0
> Cc1ccc(CN(C)C(=O)c2ccc(NS(=O)(=O)c3ccc4[nH]c(=O)[nH]c4c3)cc2)cc1
  -20.2	-7.9	-0.5	-4.0	-2.4	5.6	1.9	-4.2	6.6	-0.2	4.7
> Cc1cc(C(F)(F)F)cc(NNC(=O)NC(=O)c2ccccc2Cl)n1
  -32.7	-0.3	2.2	9.7	2.5	-10.0	0.9	-4.2	·	0.6	24.6
> Cc1cc(O)c(C(C)C)cc1N=Cc1ccc([N+](=O)[O-])cc1
  2.2	-15.7	·	7.7	31.5	3.6	8.0	-14.3	17.6	1.9	11.0
> Cc1nc(N)nc(OCC(F)(F)C(F)F)c1Br
  4.8	-7.6	1.3	8.3	6.6	-8.4	1.4	-4.2	4.0	23.0	14.6
> CN1CCNC(=O)C1CC(=O)N1CC=C(c2ccc(F)cc2)CC1 (configuration not stated)
  21.7	13.9	4.3	4.4	-12.0	1.2	-13.5	-4.4	4.5	2.5	7.3
> CNC(=S)NNC(=O)Cc1ccccc1
  13.0	-1.3	1.4	-0.1	-13.7	-3.3	7.1	-4.1	-6.6	-7.0	3.0
> O=[N+]([O-])c1ccccc1N/N=C1\CCc2ccccc21
  -25.8	10.2	0.7	-197.2	-114.3	-1.3	-16.6	-5.9	-25.8	-7.8	-220.7
> Cc1ccc(C)c(OCC(=O)Nc2c[nH]c(=O)[nH]c2=O)c1
  -8.9	4.0	-1.6	18.5	-5.3	0.6	-4.4	-5.0	18.4	3.9	10.7
> C=CCn1c(CNC(=O)c2ccco2)nnc1SCC(=O)Nc1cccc(F)c1
  -3.3	3.5	3.5	19.5	5.7	2.3	-3.3	3.5	-2.9	-4.8	9.5
> Nc1cc[n+](CC(=O)Nc2ccccc2)cc1
  -25.7	-3.8	2.0	1.8	11.3	4.4	2.5	-7.0	-0.3	-3.6	13.5
> Cc1csc(NC(=O)CCC(=O)N(CC(=O)NC2CCCC2)Cc2ccccc2)n1
  -15.7	-3.7	4.7	18.0	8.4	-1.6	11.2	-2.7	3.8	-6.2	19.5
> O=C(O)CCC(=O)NCc1c(Cl)cccc1Sc1ccc(Cl)cc1
  4.3	-0.1	3.0	15.5	-4.4	-3.8	9.5	-5.1	·	11.3	-8.4
> Cc1cc(N)n2ncc(-c3ccc(Cl)cc3)c2n1
  -70.1	-8.0	-0.4	-216.0	-68.1	1.0	5.8	-6.1	-37.0	-3.8	-192.5
> COc1ccc(NC(=O)c2cc(C3CCCCN3S(=O)(=O)c3ccc(C#N)cc3)on2)c(C)c1 (configuration not stated)
  -19.8	5.1	·	-6.7	1.5	2.1	-3.8	-9.0	·	3.5	21.1
> COc1ccc2c(C)cc(SCc3c(C)noc3C)nc2c1
  -9.9	-2.7	1.7	1.9	1.0	-9.4	-19.4	-7.5	1.0	-1.0	-3.1
> CN(c1ccccc1)S(=O)(=O)c1ccc(Cl)c(C(=O)Nc2ccc(-c3nc4ccccc4[nH]3)cc2)c1
  -13.3	4.0	1.7	-9.8	18.4	5.2	-23.7	-2.7	9.2	-28.7	38.2
